Screening results as filed in PubChem.
ROC1-CUL1 inh – blocks human RBX1-Cullin-1 di-ubiquitin formation. inhibition, % at 10 µM. 140,000 compounds, 0.6% hits. in vitro K48 di-Ub FRET, acceptor:donor ratio, 45 min. P62877+Q13616; in the data active = inhibition above about 25%
Target sequence (P62877 whole entry, looked up): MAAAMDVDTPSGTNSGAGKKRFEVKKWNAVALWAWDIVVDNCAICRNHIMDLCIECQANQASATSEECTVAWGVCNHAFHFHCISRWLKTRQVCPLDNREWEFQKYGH
Target sequence (Q13616 whole entry, looked up): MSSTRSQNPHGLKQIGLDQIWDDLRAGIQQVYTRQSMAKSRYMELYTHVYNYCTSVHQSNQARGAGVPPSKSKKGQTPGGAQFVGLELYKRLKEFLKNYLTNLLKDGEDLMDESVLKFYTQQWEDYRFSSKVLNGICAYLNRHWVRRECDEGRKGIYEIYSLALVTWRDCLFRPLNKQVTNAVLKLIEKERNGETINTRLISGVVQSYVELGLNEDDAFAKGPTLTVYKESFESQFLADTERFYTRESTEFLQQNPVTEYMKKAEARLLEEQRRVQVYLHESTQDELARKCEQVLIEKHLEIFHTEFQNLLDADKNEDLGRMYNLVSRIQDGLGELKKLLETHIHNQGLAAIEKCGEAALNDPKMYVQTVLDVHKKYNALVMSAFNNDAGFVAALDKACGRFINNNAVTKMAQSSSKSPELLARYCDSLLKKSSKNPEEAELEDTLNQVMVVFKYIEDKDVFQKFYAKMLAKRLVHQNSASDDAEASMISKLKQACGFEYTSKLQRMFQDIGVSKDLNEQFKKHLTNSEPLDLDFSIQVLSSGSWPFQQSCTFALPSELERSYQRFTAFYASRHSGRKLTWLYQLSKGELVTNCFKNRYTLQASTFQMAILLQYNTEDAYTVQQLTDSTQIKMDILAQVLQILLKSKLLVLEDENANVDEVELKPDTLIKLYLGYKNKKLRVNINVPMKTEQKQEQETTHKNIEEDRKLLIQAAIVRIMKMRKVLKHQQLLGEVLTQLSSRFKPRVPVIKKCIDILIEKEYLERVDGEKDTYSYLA
Starred values were filed as active, the others as inactive. Not all compounds are listed; count on the stated rates, not on these rows.

Structure | ROC1-CUL1 inh
CN1CCCC(CN(CCc2ccccc2)C(=O)CCN2CCCC2=O)C1 (stereo unspecified) | 4
O=C(Nc1ccc(-c2cccc(F)c2)cc1)C1CCCN(C(=O)c2ccoc2)C1 (stereo unspecified) | 92*
Cc1cc(S(=O)(=O)NCC(c2ccc(N(C)C)cc2)N2CCOCC2)ccc1F (stereo unspecified) | -14
Fc1cccc2sc3cnc4ccc5ccccc5c4c3c12 | 4
CCOC(=O)c1c(NC(=O)Cn2nc(C)c([N+](=O)[O-])c2C)sc2c1CCC2 | -8
CCOc1ccc(C2=NC(c3ccc(OC)cc3)=Nc3ccc(Cl)cc3N2)cc1 | 0
O=C(CSc1nc2c([nH]c3ccccc32)c(=O)n1-c1ccccc1)Nc1ccc2c(c1)OCCO2 | 0
CCN1CCN(C2(C(=O)NCc3cccc(C)c3)Cc3ccccc3C2)CC1 | 14
Fc1cc(N2CCCCCC2)nc(N2CCCCCC2)n1 | -8
COc1cc(-c2n[nH]c(=S)n2-c2ccc(F)cc2)cc(OC)c1OC | -3
COC(=O)c1ccc(C2c3c(n[nH]c3-c3cccs3)OC(=N)C2C#N)cc1 (stereo unspecified) | 1
Cc1nn2c(COc3ccc(F)cc3)nnc2s1 | 14
CC(C)(C)c1ccc(CSc2ccc(Cl)nn2)cc1 | 0
CC1=NC(=O)C(C(=O)/C=C/c2ccc3c(c2)OCO3)=C(C)C1 | -7
CCOc1ccccc1CNC(=O)c1cccn1-c1nnc(N2CCCC2)s1 | -3
O=C1CCCN1CCCC(=O)N1CCCC(CCc2ccc(F)cc2F)C1 (stereo unspecified) | -14
CCOc1ccc(NC(=O)CN(Cc2ccc(C)cc2)S(=O)(=O)c2ccc(C)cc2)cc1 | -8
COc1ccc(CC(=O)Nc2ccc(S(=O)(=O)N3CCCCC3)cc2)cc1 | -2
COc1ccc(NC(=O)c2ncn(-c3ccccc3)n2)cc1Cl | -7
COC(=O)c1ccc(NS(=O)(=O)c2ccc3[nH]c4c(c3c2)CCCC4)cc1 | -4
COC(=O)Nc1ccc(S(=O)(=O)N2CCC(C(=O)N(C)C3CCCCC3)CC2)cc1 | -4
CCCc1cc(=O)[nH]c(SCC(=O)Nc2ccc(OCC)cc2)n1 | 5
COc1ccc(-c2nnc(Nc3ccc(OCC(N)=O)cc3)c3ccccc23)cc1 | 5
O=C1c2ccccc2C(=O)C1/C=C/c1cccs1 | 8
N#Cc1cn(Cc2ccccc2Cl)c2ccc(Br)cc12 | 0
Cc1ccc(C)c(N2CCN(C(=O)c3cc(S(=O)(=O)N4CCC(C)CC4)cn3C)CC2)c1 | 7
COc1ccc2cc3cc(C(=O)Nc4cc(C)c(Cl)cc4OC)oc3nc2c1 | -13
Cc1ccccc1Oc1ncccc1CNCc1ccccn1 | -4
COC(=O)c1sccc1S(=O)(=O)N1CCN(c2ccccc2)CC1 | 3
CCC(C)Oc1ccc(NC(C)=O)cc1 (stereo unspecified) | 3

Remaining list, next part
Structure | ROC1-CUL1 inh
CC(C)N1C(=O)C(O)(c2c[nH]c3ccccc23)c2ccccc21 (stereo unspecified) | -1
CCOC(=O)CNC(=O)c1cc2c(=O)n3cccc(C)c3nc2n1C | -12
Nn1c(SCC(=O)Nc2ccc(Cl)cc2)nnc1-c1ccc(Cl)c(Cl)c1 | -1
C=CCn1c(SCC(=O)Nc2cccc(C(F)(F)F)c2)nc2scc(-c3ccco3)c2c1=O | 34*
CCCn1c(C)c(CC(=O)NCc2cccnc2)c2c1CC(C)(C)CC2=O | 5
Cc1cc(C)c(NC(=O)c2ccccc2F)c(C)c1 | -2
CCN1CCN(c2ncc3c(n2)CCN(Cc2ccccc2C)C3)CC1 | 11
Cc1ccc(C(=O)N=C2Cc3cc(Cl)ccc3OC2=O)cc1 | 5
CCCc1nn(-c2cccc(Cl)c2)c2nnc(SC)nc12 | 2
CCOC(=O)N1CCN(c2cn[nH]c(=O)c2Cl)CC1 | 6
S=c1[nH]nc(SCc2ccccc2Cl)s1 | -9
Cn1nc(-c2ccccc2F)c2cc(C(=O)NCc3cccc(Cl)c3)sc21 | 11
O=C(NC1CC1)c1ccc(Cn2c(SCc3cccc(F)c3)nc3cccnc32)cc1 | -12
Cc1cccc(-c2ccc(OC(=O)c3ccco3)c(C)c2)c1 | -1
O=C(OCc1ccc(Cl)cc1)c1ccco1 | -1
CCC1(C)Cc2c(sc3c2c(=O)n(C)c2nnc(SCc4ccccc4)n32)CO1 (stereo unspecified) | 5
O=C(/C=C/C(=O)c1ccccc1)c1ccccc1 | 27*
CCOC(=O)c1c(NC(=O)CSC2=NC(C)=C(C(=O)Nc3ccccc3)C(c3cccs3)C2C#N)sc2c1CCCC2 (stereo unspecified) | 2
CCOc1ccc(CCNC(=O)c2ccc3nc(N4CCC(C)CC4)sc3c2)cc1OCC | -5
Cc1cccc(N2CCN(S(=O)(=O)c3cn(C)c(C)n3)CC2)c1C | 4
COc1ccccc1C(=O)Nc1ccc(NC(=O)c2cccs2)cc1 | -1
CCOc1ccc(C)cc1-c1csc(N)n1 | 5
O=S(=O)(c1ccc2c(c1)Cc1cc(S(=O)(=O)N(CCO)CCO)ccc1-2)N(CCO)CCO | -3
CC(=O)Nc1ccc(NC(=O)CC(C)n2ccc(C)n2)cc1 (stereo unspecified) | 3
Cc1cc(C)cc(NC(=O)c2ncn(-c3ccccc3)n2)c1 | 8
CCNc1nc(Oc2ccc(=O)n(-c3ccccc3)n2)nc(N(C)C)n1 | -7
CCOC(=O)c1ccc(NC(=O)c2c(NCc3cccs3)sc3c2CCCCC3)cc1 | 22
O=C(O)c1ccc(CSc2nc3ccc(NC(=O)c4ccccc4C(=O)O)cc3s2)cc1 | 7
COc1cccc(CN2CCN(C(=O)CCC3(Cc4ccccc4)CCC(=O)N3)CC2=O)c1 (stereo unspecified) | 7
CC(C)c1ccc(/C=C2\SC(=O)N(Cc3ccc(F)cc3)C2=O)cc1 | 5

Sorted by length of the SMILES (lowest first): some entries from above
Structure | ROC1-CUL1 inh
CCOc1ccc(C)cc1-c1csc(N)n1 | 5
CCOC(=O)CNC(=O)c1cc2c(=O)n3cccc(C)c3nc2n1C | -12
CC(C)c1ccc(/C=C2\SC(=O)N(Cc3ccc(F)cc3)C2=O)cc1 | 5

Next part.
Structure | ROC1-CUL1 inh
C=CCN1CCN(C(=O)C(C)(C)Oc2ccc(Cl)cc2)CC1 | 7
CNC(=O)c1ccccc1NC(=O)c1cccnc1 | -1
O=C(CN1CCOC1=O)N1CCCC(CNS(=O)(=O)Cc2ccccc2)C1 (stereo unspecified) | 2
CCc1nccn1S(=O)(=O)c1cc(Cl)ccc1Cl | -6
Cc1ccc(-c2[nH]ncc2CNCC2(C)COC2)cc1C | 8
COc1cc(SC)ccc1C(=O)Nc1nnc(C2CCCCC2)s1 | 7
NC(=O)C1CCN(S(=O)(=O)c2ccc(N3CCCCS3(=O)=O)cc2)CC1 | -5
CCOC(=O)C1CCCN(S(=O)(=O)c2ccc3[nH]c(=O)ccc3c2)C1 (stereo unspecified) | -7
COc1ccc(CNC(=O)CCNS(=O)(=O)c2ccc3c(c2)CCCC(=O)N3)cc1 | -10
CCN1CCN(S(=O)(=O)c2cc(OCC(N)=O)c(C)cc2Cl)CC1 | -1
O=c1ccnc(SCc2ccc(F)cc2)[nH]1 | -6
Cc1ccc(/C=N/NC(=O)CSc2nc(-c3ccccc3)cc(-c3ccccc3)c2C#N)c(O)c1 | 0
Cc1ccc(-c2nc(CN(CCO)C(C)C)c(C)o2)s1 | 5
CCOC(=O)c1c(NC(=O)COc2ccccc2Br)sc2c1CCCCC2 | 11
COC(=O)C1C(C)=NC2=C(C(=O)CC(c3ccc(OC)c(OC)c3)C2)C1c1ccc(OC)c(OC)c1OC (stereo unspecified) | -1
Cc1ccc2c(c1)NC(C)(C)c1sn(-c3ccc(C)c(Cl)c3)c(=S)c1-2 | -5
COc1ccc(-c2c(C)nn3c(C(F)(F)F)cc(-c4ccc(Br)cc4)nc23)cc1 | -1
CCOC(=O)c1c(-c2ccc(-c3ccccc3)cc2)csc1NC(=O)c1cccc2ccccc12 | -10
COc1cccc(CNC(=O)C(Cc2ccccc2)NS(=O)(=O)c2ccc3c(c2)CCN3C(C)=O)c1 (stereo unspecified) | 1
CCCCNC(=O)c1ccc(-n2cnnn2)cc1 | 3
COc1c(Br)cc(Br)cc1C(=O)NC1C2CC3CC(C2)CC1C3 (stereo unspecified) | 10
O=C1/C(=C/c2ccc(N3CCOCC3)cc2)SC(=Nc2ccccc2)N1CC1CCCO1 (stereo unspecified) | 3
CCC1CN(C(=O)NCc2ccc(F)cc2)c2cc(C)ccc2O1 (stereo unspecified) | 4
COc1cccc(NC(=S)NC(=O)c2ccc(OC)c(OC)c2)c1 | 0
Cc1ccc(C2C(C(=O)c3ccc4c(c3)OCCO4)C(=O)C(=O)N2CCCN(C)C)o1 (stereo unspecified) | 3
CCOC(=O)C1(CCOC)CCCN(Cc2cc(C)c(C)o2)C1 (stereo unspecified) | 7
Cn1ccnc1SCCNC(=O)CCN1Cc2ccccc2OC(c2ccccc2F)C1 (stereo unspecified) | 4
COc1ccc(-c2cc(C(=O)N3N=C(C(F)F)CC3(O)C(F)F)c3ccccc3n2)cc1OC (stereo unspecified) | -2
CN1C(=O)c2ccccc2Sc2ccc(NC(=O)N3CCN(c4cccc(Cl)c4)CC3)cc21 | -2
C=CCC(=O)N(Cc1cccnc1)CC1CCCN(C2CCCCC2)C1 (stereo unspecified) | 10

ROC1-CUL1 inh: hit marks shown above
Structure | ROC1-CUL1 inh
O=C(Nc1ccc(-c2cccc(F)c2)cc1)C1CCCN(C(=O)c2ccoc2)C1 (stereo unspecified) | 92*
C=CCn1c(SCC(=O)Nc2cccc(C(F)(F)F)c2)nc2scc(-c3ccco3)c2c1=O | 34*
O=C(/C=C/C(=O)c1ccccc1)c1ccccc1 | 27*

Next part.
canonical_smiles | ROC1-CUL1 inh
O=C(Cn1ncc2c3ccccc3n(Cc3ccccc3F)c2c1=O)NCCc1ccc(Cl)cc1 | -2
CCC(C)NC(=O)Cn1c(=O)n(-c2cc(OC)cc(OC)c2)c(=O)c2ccccc21 (stereo unspecified) | -2
Cc1ccc([C@@H]2C[C@H]3CN(c4ccccc4)C(=O)[C@]34CCCN24)o1 | 1
Brc1cccc(N2Cc3ccccc3C2)c1 | -8
CC(=O)/C(C#N)=N\Nc1ccccc1C | 4
COc1cc(OC)c(NC(=O)COc2ccccc2)cc1Cl | 4
COCCCN1C(=O)CC(CC(=O)N2CC3(C)CC2CC(C)(C)C3)(c2ccccc2Cl)C1=O (stereo unspecified) | -7
CC1CCc2c(sc(NC(=O)c3ccc(Cl)cc3Cl)c2C#N)C1 (stereo unspecified) | -2
COCCN(CCOC)C(=O)NC(=O)c1ccc(Cl)cc1 | -2
CCCCn1cc(S(=O)(=O)c2cccc(C)c2)c(=O)c2cc(F)c(N3CCOCC3)cc21 | 8
COC(=O)c1ccc(-n2[nH]c(C)cc2=O)cc1 | 2
CC1CCCCN1C(=O)c1ccc2c(c1)N(Cc1cccc(Cl)c1)C(=O)c1ccccc1S2=O (stereo unspecified) | 7
COc1ccc(NC(=O)c2nc(S(C)(=O)=O)ncc2N(Cc2ccc(C)cc2)Cc2ccco2)cc1Cl | -4
Cc1ccccc1NC(=O)Nc1nnc(N2CCCCCC2)s1 | 8
Cc1cccc(C(=O)Nc2ccc(OCc3cc(=O)n4ccc(C)cc4n3)cc2)c1 | -7
CCOc1cccc(CC(=O)N2CCc3c([nH]c4ccccc34)C2c2ccc(SC)cc2)c1OCC (stereo unspecified) | 5
Cc1ccc(Cn2c(=O)c3cccnc3n(CC(=O)Nc3cccc(C(F)(F)F)c3)c2=O)cc1 | -7
COc1ccc(CNC(=O)c2ccc(-c3nc(CSc4ccccc4)c(C)o3)cc2)c(OC)c1 | -3
COc1ccc(Cc2nnc(NC(=O)c3ccccc3)s2)cc1OC | -2
Cc1cn2c(=O)cc(COc3ccccc3NC(=O)c3ccccc3C)nc2s1 | -7
CCOc1ccc(NC(=O)C2CCN(S(=O)(=O)c3ccc4c(c3)oc(=O)n4C)CC2)cc1 | -11
COC(=O)c1ccc(-c2noc(CN3CCCC3c3ccc(F)cc3)n2)cc1 (stereo unspecified) | 7
CCOC(=O)c1c(NC(=O)CSc2nnc(Cc3ccccc3)n2-c2ccc(C)cc2)sc2c1CCCC2 | -8
O=C(O)CCC(=O)NNc1ccc([N+](=O)[O-])cc1 | -2
Cc1oc2ccc(O)cc2c1C(=O)c1ccc(F)cc1 | 4
CCOc1nc(C#N)nc(N2CCOCC2)n1 | -4
COc1ccc(-c2csc(Sc3cc4cccc(OC)c4oc3=O)n2)cc1 | -1
CCN1CCCC1CNC(=O)CCC1CCN(C(=O)c2cnn(C(C)C)c2)CC1 (stereo unspecified) | 9
CC(=O)Nc1ccc(/C=N/NC(=O)CNC(=O)c2ccccc2)cc1 | 17
O=C(Nc1ncn[nH]1)c1cccc(F)c1 | 3

3 compounds already listed, ordered by their value in ROC1-CUL1 inh, ascending.
canonical_smiles | ROC1-CUL1 inh
COCCCN1C(=O)CC(CC(=O)N2CC3(C)CC2CC(C)(C)C3)(c2ccccc2Cl)C1=O (stereo unspecified) | -7
CCOc1nc(C#N)nc(N2CCOCC2)n1 | -4
CC(=O)Nc1ccc(/C=N/NC(=O)CNC(=O)c2ccccc2)cc1 | 17

(further entries)
canonical_smiles | ROC1-CUL1 inh
CCc1ccccc1NC(=O)c1ccc2c(SCC(=O)O)c3c(nc2c1)CCC3 | -1
O=C(NC(NCCC12CC3CC(CC(C3)C1)C2)(C(F)(F)F)C(F)(F)F)c1cccc(Cl)c1 | 4
N#Cc1ccc(-c2ccc(OCC(=O)Nc3ccc(Br)cn3)cc2)cc1 | 3
O=c1c(SCc2ccc(Cl)cc2Cl)c(SCc2ccc(Cl)cc2Cl)cnn1-c1ccccc1 | -2
CCN1CCN(C2(C(=O)NCc3cccc4[nH]ccc34)Cc3ccccc3C2)CC1 | 10

Three entries from above, reformatted.
Molecule: CCc1ccccc1NC(=O)c1ccc2c(SCC(=O)O)c3c(nc2c1)CCC3
- ROC1-CUL1 inh: -1

Molecule: O=C(NC(NCCC12CC3CC(CC(C3)C1)C2)(C(F)(F)F)C(F)(F)F)c1cccc(Cl)c1
- ROC1-CUL1 inh: 4

Molecule: N#Cc1ccc(-c2ccc(OCC(=O)Nc3ccc(Br)cn3)cc2)cc1
- ROC1-CUL1 inh: 3
